Screening results: PubChem, National Center for Advancing Translational Sciences (NCATS)
SW480 rereplic = induces DNA re-replication in SW480 colon adenocarcinoma cells. actives 1.8% (n = 340,000). SW480 DNA re-replication, Hoechst DNA content imaging, 48 h. Potency, µM (series often up to 46.1 µM), for inactives: at the top dose re-replication activation, usual class: activators; further: potency means the concentration at half of the fitted maximal effect; % of control where 0% means no effect; nearly all actives have a fitted effect of over 55% in size
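Compounds, transferred as 23 nL by pin tool, were incubated with cells for 48 hr; DNA content per nucleus was then quantified by Hoechst staining and fluorescence plate imaging.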
MCF10A rereplic = inducers of DNA re-replication in MCF 10A breast cells; actives 2.9% (n = 350,000); AID 624296; Potency, µM (top dose mostly 46.1 µM), for the others: at the top dose activity, positive = re-replication, usual class: activators; MCF 10A DNA re-replication, Hoechst nuclear intensity, 48 h; further: potency means the concentration at half of the fitted maximal effect; % of control where 0% means no effect; nearly all actives have a fitted effect of over 50% in size
HT1080 IDH1KD tx = kills HT-1080 cells with IDH1 knockdown; actives 2% (n = 360,000); Potency, µM (highest dose often 46.1 µM), for inactives: at the highest dose activity, negative = toxicity, most hits filed as cytotoxic; HT-1080 IDH1 knockdown viability, ATP luminescence, 48 h;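 further: potency means the concentration at half of the fitted maximal effect; 0% = DMSO wells and -100% = cell-free medium wells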
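Cytotoxicity counter-line: IDH1KD HT-1080, 48 h, CellTiter-Glo. Curves classed by r2, magnitude and activity.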
KB-3-1 cytotox = KB-3-1 parental cell cytotoxicity. KB-3-1 viability, CellTiter-Glo ATP luminescence, 72 h. Potency, µM (series often up to 46.1 µM), inactives show at the highest dose activity change, negative = cytotoxic, actives largely listed as cytotoxic. actives 1.4% (n = 400,000). AID 1347075; further: potency means the concentration at half of the fitted maximal effect; on the % scale 0 is the no-effect control and ±100 the full control effect; nearly all actives have a fitted effect of over 60% in size
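Multi-concentration cytotoxicity screen in KB-3-1 cells grown in DMEM lacking phenol red with 10% FBS. After 72 h at 37 °C with compound, ATP-dependent luminescence was recorded.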
ATXN viability = cell viability loss in ATXN counter-screen; actives 0.49% (n = 400,000); Potency, µM (highest dose often 56.7 µM), most hits filed as cytotoxic; AID 651635; S2 cells (HEK-293 line with an ATXN2-luciferase reporter) viability, CellTiter-Fluor protease fluorescence, 24 h; further: potency means the concentration at half of the fitted maximal effect; nearly all actives have a fitted effect of over 40% in size
KB-V1 cytotox = KB-V1 MDR subline cytotoxicity; KB-V1 MDR cells viability, CellTiter-Glo, 72 h; Potency, µM (doses to about 46.1 µM), without a hit: top-dose activity change, negative = cytotoxicity, most hits filed as cytotoxic; actives 3.4% (n = 400,000); further: potency means the concentration at half of the fitted maximal effect; on the % scale 0 is the no-effect control and ±100 the full control effect; nearly all actives have a fitted effect of over 60% in size
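Potencies derive from concentration-effect curves fitted to normalized luminescence (CellTiter-Glo) of KB-V1 cells treated for 72 h at 37 degrees C in phenol-red-free DMEM containing 10% FBS.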
IL-1B inflam inh = blocks inflammasome-driven IL-1 beta release. THP-1 LPS/ATP IL-1B secretion, AlphaLISA, 16 h; hits give low values. activity change, % at 57.5 µM. actives 4.7% (n = 360,000); in the data active means activity change below about -50%; inconclusive means mostly about -30% to -49%; further: on the % scale 0 is the no-effect control and ±100 the full control effect
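THP-1 cells pretreated 1 hr with compounds (up to 57.5 uM final), then stimulated with LPS (250 ng/mL final) plus ATP (1.25 mM final); secreted IL-1B measured by AlphaLISA after 16 hr, decreased signal indicating inhibition.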
ATXN2 expr inh = reduces ATXN2 reporter expression in HEK-293 cells; HEK-293 ATXN2-luciferase reporter, luminescence, 24 h; Potency, µM (highest dose often 57 µM), inactives show at the top dose activity change, negative = inhibition, most hits filed as inhibitors; actives 0.72% (n = 360,000); AID 1745845; further: potency means the concentration at half of the fitted maximal effect; on the % scale 0 is the no-effect control and ±100 the full control effect; nearly all actives have a fitted effect of over 55% in size
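ATXN2-luciferase reporter cells (luciferase flanked by upstream and downstream ATXN2 gene portions) were treated 24 h at 37 °C with compounds at up to 57 uM. SteadyGlo luminescence gave expression; GF-AFC fluorescence gave viability.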
HT1080-NT tox = kills 2HG-producing HT-1080-NT fibrosarcoma cells; HT-1080-NT fibrosarcoma viability, CellTiter-Glo ATP luminescence, 48 h; actives 1.6% (n = 360,000); Potency, µM (highest dose often 46.1 µM), for the others: top-dose activity, negative = less viability, most hits filed as cytotoxic;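 further: NT is the 2HG producing partner of a matched IDH1 knockdown line; potency means the concentration at half of the fitted maximal effect; 0% = DMSO-treated cells and -100% = media-only wells without cells; nearly all actives have a fitted effect of over 55% in size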
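Compounds were tested in concentration-response format on HT-1080-NT cells for 48 hours at 37 degrees C. Cell viability came from CellTiter-Glo luminescence; curves were classified by r2, response magnitude and activity.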
* = called active by the depositor; i = inactive; ? = inconclusive; / = no result given; & = joins results of further samples; [ ] = dose if it differs, or a comment. Unless noted, the call rests on the fitted dose curve; in most records, active means well fitted curve in the direction sought with a large enough effect; inconclusive means small, poorly fitted or top-dose-only effect, or another doubt; inactive means no such curve, though single readings can be large; an effect the other way counts as inactive or inconclusive.

SMILES | SW480 rereplic | MCF10A rereplic | HT1080 IDH1KD tx | KB-3-1 cytotox | ATXN viability | KB-V1 cytotox | IL-1B inflam inh | ATXN2 expr inh | HT1080-NT tox
CCCc1ncc(C(O)c2cccc3ccccc23)n1C (configuration not stated) | 0% | -1% | -28% | -2% | i | 0% | -8 | 1% | -12%
Cc1nc(NCc2ccco2)nc2c1C(=O)CC(C)C2 (configuration not stated) | -17% | ? | -6% | -18% | i | -15% | -4 | 1% | -5%
Cc1cccc(NC(=O)COc2cccc3c2CCN(C)C3=O)c1 | ? | 10% | -6% | 7% | i | ? | 8 | -3% | -5%
Cc1c(C(=O)N2CCCCC2)sc(NC(=O)C(C)C)c1C#N | 22% | -45%[inhibitor] | 0% | -16% | i | 0% | -11 | -1% | 9%
COc1ccc(N(C)C(=O)c2cc3c(s2)-c2ccccc2OC3)c(OC)c1 | 7% | ? | -26% | -8% | i | -1% | -73* | -18% | -13%
Cc1ccccc1CN1C(=O)Nc2ccccc2C(=O)N1C(C)(C)C | -2% | 8% | -3% | -16% | i | 0% | 47 | 3% | -6%
COC(=O)C1CCN(C(c2cccs2)c2sc3nc(C)nn3c2O)CC1 (configuration not stated) | -18% | 27% | -2% | -1% | i | 1% | -26 | 1% | 1%
Cc1ccc(NC(=O)CN2C(=O)CN(C)C2=O)cc1S(=O)(=O)N1CCCCC1 | 2% | -3% | 6% | -13% | i | 1% | 14 | -20% | 1%
Cc1ccc(NC(=O)Cn2nc(-c3ccc(Cl)cc3)c3ccccc3c2=O)cc1 | / | / | / | -4% | i | 3% | / | 11% | /
CN(Cc1ccccc1)C(=O)CCSc1nc(-c2ccc3c(c2)OCO3)cc(C(F)(F)F)n1 | 7% | 0% | ? | -24% | i | 2.6µM* | 8 | -22% | -10%
Cc1cccc(NC(=O)c2cccc(NC(=O)Cc3cccs3)c2)c1 | ? | 25% | -21% | -8% | ? | -6% | -12 | 4% | -20%
Cc1ccc(NC(=O)C2CCN(S(=O)(=O)c3ccc4c(c3)CCCC(=O)N4)CC2)c(Br)c1 | 8% | ? | 0% | -1%&-5% | i | -9%&16% | -12 | -17% | -2%
COc1cc(CCC(=O)NCc2ccc(Cl)cc2)cc(OC)c1OC | -1% | 13% | 17% | -4% | i | -10% | 26 | / | 1%
CN1CCc2c(sc3nc(SCC(N)=O)n(-c4ccccc4)c(=O)c23)C1 | 2% | 16% | -2% | 14% | i | 10% | -14 | -4% | 2%
Cc1ccc(NC(=O)c2ccc(=O)[nH]n2)cc1S(=O)(=O)Nc1ccccc1Cl | -2% | 1% | 13% | 2% | i | 4% | 11 | / | 3%
O=C(c1ccco1)N1CCN(Cc2cn[nH]c2-c2ccc(F)cc2F)CC1 | -6% | 0% | 5% | 3% | ? | 17% | -5 | / | -2%
Cc1cc(N2CCC(C(=O)N3CCN(c4cccc(C)c4C)CC3)CC2)n2ncnc2n1 | 4% | ? | -6% | 13% | i | -21% | -25 | -39% | -3%
O=C(NCC1COc2ccccc2O1)c1cc2ccccc2o1 (configuration not stated) | -4% | -4% | -2% | -3% | i | 0% | 31 | 24% | 2%
Cc1[nH]nc(-c2ccc(O)c(C)c2O)c1Oc1ccccc1 | 9% | 0% | -2% | -6% | i | -6% | 17 | -7% | 1%
COc1ccccc1N1CCN(C2CCCCC2NS(=O)(=O)c2ccccc2)CC1 (configuration not stated) | 3% | ? | -6% | -13% | i | -7% | -27 | -20% | -2%
CCC(C)(C)C1CCC2(CC1)NC(=O)N(CC(=O)N1CCN(c3ccccc3OC)CC1)C2=O (configuration not stated) | / | / | -1% | -5% | i | -27% | -13 | / | -3%
CN=C1NC(C)(C)C2CCC(C)(CC2)S1 | 2% | 12µM* | 6% | -3% | i | 15% | -14 | -13% | 7%
COc1ccc(N2CC(C(=O)N3CCc4ccccc43)CC2=O)cc1 (configuration not stated) | -2% | 12% | 4% | 25% | ? | ? | 8 | 7% | 3%
COc1ccc2nc3sc(C(=O)N4CCN(C)CC4)cc3cc2c1 | 0% | -3% | -5% | 17% | i | -17% | -4 | 8% | -3%
COc1ccc(CNC(=O)CCS(=O)(=O)c2ccc3c(c2)oc(=O)n3C)cc1 | -37% | 3% | 15% | 5%&19% | i | 24%&13% | 20 | 5%&2% | 6%

Single entries from the entries so far.
Under HT1080-NT tox, CN=C1NC(C)(C)C2CCC(C)(CC2)S1 shows 7%
Under KB-V1 cytotox, Cc1ccc(NC(=O)Cn2nc(-c3ccc(Cl)cc3)c3ccccc3c2=O)cc1 shows 3%

Random excerpt: 4 compounds from above.
SMILES | SW480 rereplic | MCF10A rereplic | HT1080 IDH1KD tx | KB-3-1 cytotox | ATXN viability | KB-V1 cytotox | IL-1B inflam inh | ATXN2 expr inh | HT1080-NT tox
Cc1[nH]nc(-c2ccc(O)c(C)c2O)c1Oc1ccccc1 | 9% | 0% | -2% | -6% | i | -6% | 17 | -7% | 1%
Cc1ccc(NC(=O)CN2C(=O)CN(C)C2=O)cc1S(=O)(=O)N1CCCCC1 | 2% | -3% | 6% | -13% | i | 1% | 14 | -20% | 1%
Cc1ccc(NC(=O)C2CCN(S(=O)(=O)c3ccc4c(c3)CCCC(=O)N4)CC2)c(Br)c1 | 8% | ? | 0% | -1%&-5% | i | -9%&16% | -12 | -17% | -2%
Cc1cccc(NC(=O)c2cccc(NC(=O)Cc3cccs3)c2)c1 | ? | 25% | -21% | -8% | ? | -6% | -12 | 4% | -20%

Other records follow:
SMILES | SW480 rereplic | MCF10A rereplic | HT1080 IDH1KD tx | KB-3-1 cytotox | ATXN viability | KB-V1 cytotox | IL-1B inflam inh | ATXN2 expr inh | HT1080-NT tox
O=c1onc(-c2c(F)cccc2F)n1-c1ccccc1Cl | -16% | 1% | 3% | -3% | i | -17% | 28 | 0% | 16%
O=C(COC(=O)CCc1c[nH]c2ccccc12)Nc1cc([N+](=O)[O-])ccc1Cl | -2% | -3% | -2% | 13% | ? | 0% | 9 | 7% | 12%
CN(C)S(=O)(=O)N1CCN(C(=O)c2cccs2)CC1 | 8% | ? | -4% | ? | i | 5% | 8 | -11% | 7%
Cc1cccc2[nH]c(CN(C)C(=O)C3CCC(=O)N(C4CC4)C3)nc12 (configuration not stated) | -4% | -1% | 0% | 3% | i | ? | -2 | / | 3%
COc1ccc(C(=O)NCCSCc2ccccc2C)cc1 | -3% | 1% | 4% | 19% | i | -27% | -20 | 6% | 14%
CC(=O)N[C@@H](Cc1c[nH]c2ccccc12)C(=O)OCC(=O)Nc1ccc(Cl)c(S(=O)(=O)N(C)C)c1 | ? | ? | -4% | 4% | i | -15% | 33 | -14% | -12%
CCCCn1c(N)c(N(CC)C(=O)CSc2nnc(-c3ccco3)n2CC)c(=O)[nH]c1=O | -2% | -3% | 12% | ? | i | 10% | 15 | 1% | 2%
COc1cccc(C(=O)Oc2ccc3ccc(O)cc3c2)c1 | -32%[inhibitor] | ? | 11% | 6% | ? | 24% | 18 | 19% | 3%
COc1ccc(CC(N)c2csc(Nc3ncccn3)n2)cc1 (configuration not stated) | / | / | ? | 0% | ? | 3% | -29 | 0% | -30%
CN(C(=O)c1ccc(NC(=O)Cc2cccc(NC(=O)C3CCCN(C(=O)C4CCC4)C3)c2)cc1)C1CC1 (configuration not stated) | -1% | -4% | -6% | 4% | i | 8% | -2 | 2% | -2%
Cn1c(=O)oc2cc(S(=O)(=O)N3CCCC(C(=O)NCc4ccc(F)cc4)C3)ccc21 (configuration not stated) | / | / | / | -3% | i | -4% | / | 3% | /
O=c1[nH]nc(CNc2cccc(C(F)(F)F)c2)c2ccccc12 | -2% | -11% | -9% | 0% | i | -15% | -14 | / | 0%
CCC1=NN(C(=O)c2cccnc2)C(O)(C(F)(F)F)C1 (configuration not stated) | -3% | 0% | 25% | -9% | i | 2% | 0 | 5% | ?
CCOc1cc(NC(=O)c2ccco2)c(OCC)cc1NC(=O)c1ccco1 | -2% | ? | 20% | 19% | i | -21% | 17 | 12% | 32%
CC1NC(=O)c2cccnc2-n2c1nc1cc(F)ccc1c2=O (configuration not stated) | / | / | 9% | 17% | i | 7% | 37 | -4% | 12%
O=c1c2ccc([N+](=O)[O-])cc2ncn1CCOc1ccccc1 | -2% | 7% | -29% | ? | i | ? | -2 | 2% | -1%
CN1CCC(N(C)CC(=O)Nc2ccccc2N2CCOCC2)CC1 | -7% | ? | -1% | 6% | i | -1% | -5 | -13% | -3%
Cc1[nH]c2ccccc2c1C1=NNC(=Nc2ccc(F)cc2)SC1 | ? | 21µM* | -24% | ? | i | -13% | -66* | ? | -26%
COc1ccc(C2=CC(=O)OC(C)(c3ccccc3)O2)cc1 (configuration not stated) | ? | ? | -26% | -18% | i | 16µM* | 10 | -1% | -16%
Cc1ccc(C(=O)Nc2ccccc2-c2ccccc2)cc1S(=O)(=O)Nc1cccc(C)c1C | 12% | 0% | ? | -10% | i | -23% | ? | -25% | ?
O=C(CCc1nc(-c2ccccc2F)no1)NCCN1CCOCC1 | -12% | -2% | 7%[9.24 µM] | 0% | i | -2% | 11 | -10% | 16%
C/C(=N/OC(=O)c1ccc(Br)cc1)c1ccc(C)cc1 | 19% | ? | -7% | -7% | i | 26% | -7 | 0% | 4%
CC(=O)Nc1nonc1-c1nc2ccccc2n1C | 3% | 1% | 15% | -2% | i | 0% | -4 | -13% | 3%
O=C(Nc1ccccc1C(=O)Nc1ccccc1C(=O)NCc1ccco1)c1ccco1 | ? | 19% | -20% | -8% | i | 5% | -2 | -24% | -29%
CCC(Oc1ccccc1)C(=O)Nc1ccccc1C(=O)N1CCOCC1 (configuration not stated) | -1% | -1% | 3% | 14% | i | -21% | 11 | 2% | 10%
Cc1cc(C)cc(N=Cc2[nH]c3ccc(Br)c(Cl)c3c2O)c1 | 0% | ? | ? | ? | ? | ? | 15 | ? | ?
CCOc1ccc(NC(=O)c2ccccc2O)cc1 | -5% | -9% | -20% | -20% | i | -8% | -18 | 29% | -23%
C=CCn1c(N)c(C(=O)NC2CCCCC2)sc1=S | 1% | 11% | 8% | 14% | i | ? | ? | 13% | 21%
